MBNL1-CUG inh = qHTS Assay for Inhibitors of MBNL1-poly(CUG) RNA binding; TR-FRET MBNL1-His/biotin-(CUG)12 binding, 665/545 ratio; hit rate 0.036% among 280,000; Potency, µM (top dose mostly 57.5 µM), inactives show at the top dose activity change, negative = inhibition, actives largely listed as inhibitors; Muscleblind-like protein 1 (Homo sapiens), Q9NR56; active = well fitted inhibition curve with a large enough effect in the signal ratio, with a control signal flat, not every such curve was filed as active; inconclusive = small, poorly fitted or top-dose-only effect, or effect the other way, or a change in a side signal; inactive = no such curve, though single readings can be large or run the other way; the % refers to the signal ratio; also: % is scaled to controls: 0 for no effect and ±100 for the full control effect
Target sequence (Q9NR56 whole entry, looked up): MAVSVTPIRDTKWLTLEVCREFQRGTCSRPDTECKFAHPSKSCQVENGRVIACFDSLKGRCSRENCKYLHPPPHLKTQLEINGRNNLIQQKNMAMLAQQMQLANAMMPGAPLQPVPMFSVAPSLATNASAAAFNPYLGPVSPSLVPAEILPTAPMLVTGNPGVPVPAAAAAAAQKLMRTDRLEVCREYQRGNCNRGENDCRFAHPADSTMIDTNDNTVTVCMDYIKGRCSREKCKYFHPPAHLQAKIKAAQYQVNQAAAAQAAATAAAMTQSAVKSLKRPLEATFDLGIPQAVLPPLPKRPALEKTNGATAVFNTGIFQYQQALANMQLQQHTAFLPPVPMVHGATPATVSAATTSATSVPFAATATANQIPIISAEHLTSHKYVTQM
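Compounds (final 92 nM to 58 uM) are added to His-tagged MBNL1 and biotin-(CUG)12, then terbium anti-His antibody and streptavidin-XL665 (5 nM final). After 60 min at room temperature, the 665/545 nm ratio is read.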
uPA surface inh = qHTS for Inhibitors of Cell Surface uPA Generation; cell surface uPA generation assay, qHTS; Potency, µM (top dose mostly 38.3 µM), inactives show top-dose activity change, negative = inhibition, most hits filed as inhibitors; hit rate 0.31% among 330,000; AID 540303, 2011; active = well fitted inhibition curve with a large enough effect; inconclusive = small, poorly fitted or top-dose-only effect; inactive = no such curve, though single readings can be large or run the other way; tested in mouse RAW 264.7 cells; also: % is scaled to controls: 0 for no effect and ±100 for the full control effect; nearly all actives have a fitted effect of over 55% in size
NPC1 prom act = qHTS Assay for NPC1 Promoter Activators | Huh7 NPC1 promoter luciferase reporter, 24 h | Potency, µM (doses to about 9.22 µM), for the others: at the highest dose activation, actives largely listed as activators | hit rate 2.4% among 320,000 | AID 485313, 2010;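 also: % of control where 0% means no effect; nearly all actives have a fitted effect of over 60% in size; reporter is driven by a mutant NPC1 promoter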
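Stably transfected Huh7 (NPC1 promoter→luciferase), 1500 cells/well in Opti-MEM + 10% FBS, 2 h settle, then compound 24 h at 37 °C. Luminescence after 10 min with Amplite reagent.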
FLuc modulator = qHTS profiling assay for firefly luciferase inhibitor/activator using purifed enzyme and Km concentrations of substrates (counterscreen for miR-21 project); Potency, µM (top dose mostly 57.5 µM), for the others: top-dose activity change, negative = inhibition, usual class: inhibitors; AID 588342, 2011; hit rate 6.9% among 360,000; Luciferin 4-monooxygenase (Photinus pyralis), P08659; purified FLuc, Km substrates, luminescence inhibition;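 also: plate controls were vehicle for no effect and reference inhibitor for full effect; nearly all actives have a fitted effect of over 55% in size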
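Purified P. pyralis luciferase, 10 nM final, with Km-level 10 uM D-luciferin and 10 uM ATP in 50 mM Tris acetate pH 7.5, 10 mM Mg acetate, 0.01% Tween-20, 0.05% BSA; 6-point qHTS titration about 60 µM downward; luminescence read.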
Rab9 prom act = qHTS Assay for Rab9 Promoter Activators. Huh7 Rab9 promoter-luciferase reporter, luminescence, 24 h. Potency, µM (titrated, usually from 9.22 µM), inactives show at the top dose activation, negative = inhibition, most hits filed as activators. hit rate 2.8% among 320,000. AID 485297, 2010; also: % of control where 0% means no effect; nearly all actives have a fitted effect of over 60% in size
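Cell-based reporter: Huh7 stable for Rab9 promoter-driven luciferase, plated in reduced-serum medium with 10% FBS at 1500 cells/well, compound-treated 24 h at 37 °C, luminescence read after 10 min reagent.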
ELG1 genotox = qHTS screen for small molecules that induce genotoxicity in human embryonic kidney (HEK293T) cells expressing luciferase-tagged ELG1; HEK293T ELG1-luciferase reporter, luminescence, 16 h; Potency, µM (doses to about 46 µM), for inactives: at the highest dose activity change, positive = activation, actives largely listed as activators; hit rate 1.3% among 330,000; also: % of control where 0% means no effect; nearly all actives have a fitted effect of over 60% in size
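HEK293T cells expressing luciferase-tagged ELG1 were exposed to compound or DMSO vehicle for 16 hr at 37 °C and 5% CO2. Luciferase activity was then measured with ONE-Glo after 30 min at room temperature.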
VP16 counter = VP16 counterscreen qHTS for inhibitors of ROR gamma transcriptional activity. Drosophila S2 Gal4-VP16 UAS-luciferase, luminescence, 20 h. hit rate 3.5% among 310,000. Potency, µM (top dose mostly 53.6 µM), inactives show top-dose activity, negative = inhibition, usual class: inhibitors;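 also: Gal4-VP16 expression switched on by copper sulfate through the metallothionein promoter; % is scaled to controls: 0 for no effect and ±100 for the full control effect; nearly all actives have a fitted effect of over 50% in size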
RORg inh = qHTS for inhibitors of ROR gamma transcriptional activity; Potency, µM (top dose mostly 53.6 µM), without a hit: at the highest dose activity change, negative = inhibition, hits mostly inhibitors; AID 2551, 2010; hit rate 5.4% among 310,000; Drosophila S2 Gal4-RORgamma UAS-luciferase reporter, 20 h; also: % is scaled to controls: 0 for no effect and ±100 for the full control effect; nearly all actives have a fitted effect of over 60% in size
Target sequence (P51450 whole entry, looked up, the tested form may be a part): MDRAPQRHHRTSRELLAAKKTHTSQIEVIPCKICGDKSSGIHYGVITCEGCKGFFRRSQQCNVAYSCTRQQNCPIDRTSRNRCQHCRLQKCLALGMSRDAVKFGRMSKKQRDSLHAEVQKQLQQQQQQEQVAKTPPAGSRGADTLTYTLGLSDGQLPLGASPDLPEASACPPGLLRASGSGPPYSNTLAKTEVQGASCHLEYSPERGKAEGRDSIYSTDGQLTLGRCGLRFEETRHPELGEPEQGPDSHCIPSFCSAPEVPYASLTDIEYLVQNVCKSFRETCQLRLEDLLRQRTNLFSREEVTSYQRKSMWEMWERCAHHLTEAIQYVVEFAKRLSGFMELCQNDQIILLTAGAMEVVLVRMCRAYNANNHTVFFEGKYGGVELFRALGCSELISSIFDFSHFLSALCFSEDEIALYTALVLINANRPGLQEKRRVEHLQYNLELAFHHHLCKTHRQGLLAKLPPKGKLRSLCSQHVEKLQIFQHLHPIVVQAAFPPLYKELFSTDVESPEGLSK
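A Gal4/UAS one-hybrid system in insect cells: metallothionein-promoter Gal4–ROR gamma fusion plus Photinus luciferase reporter. Copper sulfate 700 uM final, 20 hr ambient incubation, luminescent detection after 10 min with reagent.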
p53 reactivation = qHTS assay for re-activators of p53 using a Luc reporter; H1299 p53-A138V BP100-luciferase reporter, luminescence, 24 h; Potency, µM (highest dose often 92.2 µM), without a hit: at the top dose activity change, positive = activation, most hits filed as activators; hit rate 0.063% among 320,000; also: % of control where 0% means no effect; nearly all actives have a fitted effect of over 45% in size
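H1299 (p53-null), stable ts p53-A138V + BP100-Luc; 1000 cells/well, Opti-MEM/10% FBS; cpd 4 pt, 1:5; 24 h, 37 deg C, 5% CO2; detection reagent 10 min RT; luminescence.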
BRCA1 expr up = qHTS Assay to Identify Small Molecule Activators of BRCA1 Expression; MCF7-BRCA1-FFLuc reporter, luminescence, 48 h; response scale: scaled: vehicle 0%, 10 µM genistein 100%; Potency, µM (highest dose often 46.1 µM), without a hit: at the top dose activation, most hits filed as activators; hit rate 1.1% among 380,000; AID 624202, 2012; also: nearly all actives have a fitted effect of over 80% in size; some results filed as inactive show a strong effect at the top dose
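MCF7-BRCA1-FFLuc cells, 2000/well in phenol-red-free MEM, attached 2 h then treated 48 h at 37 C. Luciferase luminescence read 15 min after reagent; normalized to genistein maximum activation (10microM) and DMSO, concentration-response fitted.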
* = called active by the depositor; ? = inconclusive; nt = not tested or not shown; & = joins results of further samples; [ ] = remark or other dose. Unless noted, calls follow the shape of the dose curve; as a rule, active = well fitted curve in the direction sought with a large enough effect; inconclusive = small, poorly fitted or top-dose-only effect, or another doubt; inactive = no such curve, though single readings can be large; an effect the other way counts as inactive or inconclusive. Potency is read from the fitted curve at half-maximal effect.

SMILES	MBNL1-CUG inh	uPA surface inh	NPC1 prom act	FLuc modulator	Rab9 prom act	ELG1 genotox	VP16 counter	RORg inh	p53 reactivation	BRCA1 expr up
CCOc1ccc(NC(=O)/C(C#N)=C/c2ccc(N3CCCC3)c(C)c2)cc1	276%[activator]	2%	0%	10%	-6%	10%	?	?	-6%	-4%
CCCN1CCN(CCCNC(=O)c2ccc(CS(=O)c3ccc(OC)cc3)o2)CC1 (stereo not drawn)	0%	0%	-5%	1%&-1%	-3%	1%	-10%	-8%	1%	-4%
CS(=O)(=O)N(CCC#N)Cc1ccc(C=O)o1	-5%	1%	-3%	0%	-4%	1%	10%	5%	-1%	-13%
C/C(=N\OCC(=O)OCC(=O)N(C)c1ccccc1)c1ccc2c(c1)OCO2	nt	-11%	-5%	5%	-3%	1%	nt	nt	1%	6%
COc1ccc2c(c1)c1nc3ccccc3nc1n2Cc1ccc(OC(C)C)c(OC)c1	0%	9%	-2%	-1%	9%	-1%	0%	?	-4%	-28%
COc1ccc(NS(=O)(=O)c2cccc(NC(=O)C3=NN(c4ccccc4)C(=O)CC3)c2)cc1	23%	4%	-11%	1%	-17%	-5%[9.26 µM]	11µM*	?	9%	-29%
COc1ccc([C@H]2[C@H](C(=O)C(C)(C)C)N3N=Cc4ccccc4C3[C@]23N=C(c2ccccc2)OC3=O)cc1 (stereo partly drawn)	6%	nt	-8%	?	4%	-1%	-4%	-3%	-5%	-27%
CCOc1cc(C2/C(=C(/O)c3ccc(OC(C)C)cc3)C(=O)C(=O)N2CCCOC)ccc1O (stereo not drawn)	?	-2%	0%	1%	-4%	1%	-14%	2%	?	0%
COC(=O)C1=C(O)/C(=C\c2ccc(OCC(=O)Nc3ccccc3OC)cc2)N=C1C	0%	-2%	-2%	?	-5%	3%	-7%	-17%	23%	-1%
CCc1ccccc1N(CC(=O)Nc1cccnc1)S(=O)(=O)c1ccccc1	8%	1%	0%	-2%	-3%	-13%	-2%	?	-8%	-8%
CCN(CCNC(=O)C1CCCN(Cc2nc(-c3ccc(OC)cc3)oc2C)C1)c1ccccc1 (stereo not drawn)	4%	-10%	5%	1%	2%	-12%	?	?	-34%[inhibitor]	-31%
O=C(NCCN1CCCCC1)Nc1ccc(Br)cc1	1%	2%	1%	0%	0%	8%	1%	-13%	nt	14%
CC(C)[C@@]1(c2ccc(Cl)cc2)ON(c2ccccc2C(F)(F)F)C1=O	nt	nt	-5%	5%	-3%	-4%	nt	nt	10%	nt
O=C(Nc1ccc(N2CCN(C(=O)c3ccco3)CC2)cc1)c1ccccc1Br	1%	0%	7%	1%	1%	-17%	28%	10%	-22%	5%
CCOC(=O)c1[nH]c2ccc(Br)cc2c1NC(=O)CCN1CCN(C(=O)OCC)CC1	29%	4%	2%	-17%	0%	-6%	-6%	?	-7%	-9%
CCn1cc(S(=O)(=O)c2ccc(C)cc2)[nH]c1=O	-2%	0%	-2%	0%	7%	13%	13%	-1%	-5%	-22%
COc1ccc(Cc2nnc(Nc3c(C)cccc3C)o2)cc1OC	-15%	1%	-4%	-2%	-5%	0%	-2%	-21%	-4%	10%
COc1ccc(C(=O)N/N=C/c2ccc3cccc(OCc4ccccc4)c3n2)cc1	14%	-10%	20%	1.5µM*	21%	-7%	-6%	-15%	?	-43%
CCC(=O)NC(Nc1sc2c(c1C(=O)OC)CCC2)C(Cl)(Cl)Cl (stereo not drawn)	nt	3%	2%	1%	-5%	-3%	-1%	-3%[10 µM]	9%	-38%
Cc1cc(=O)oc2cc(OCC(=O)OCc3nnc(-c4ccccc4)o3)ccc12	-12%	3%	5%	0%	1%	2%	-16%	-5%	2%	-11%
CCOC(=O)c1c(-c2ccccc2)oc2ccc(OCC(=O)NNC(=O)CCCC(=O)O)cc12	12%	3%	1%	-8%	-3%[1.84 µM]	-1%	2%	0%	-1%	-11%
COc1ccc(NC(=O)COc2cccc(C(F)(F)F)c2)cn1	nt	-1%	-1%	3%	-2%	3%	nt	nt	-7%	-13%
Cc1cccc(N2CCN(C(=O)COc3cccc4c3OC(C)(C)C4)CC2)c1C	-16%	3%	2%	-3%	-2%	-13%	3.2µM*	?	28%	-12%
Cc1nn(-c2ccccc2)c(C)c1/C=N/NC(=O)c1ccccc1O	-4%	2%	2%	1.9µM*	12%	9%	?	?	17%	26%
O=[N+]([O-])c1cc(-c2ccc(C(=S)N3CCOCC3)o2)ccc1Cl	?	-11%	-10%	15µM*	8%	15%	29%	-24%	?	19%
SMILES	MBNL1-CUG inh	uPA surface inh	NPC1 prom act	FLuc modulator	Rab9 prom act	ELG1 genotox	VP16 counter	RORg inh	p53 reactivation	BRCA1 expr up
COc1ccc(S(=O)(=O)N(C)c2ccc(C(=O)N3CCN(c4ccccc4)CC3)cc2)cc1OC	-2%	-11%	-4%	0%	-2%	-21%	-20%	34%	-8%	-15%
C=CCOc1ccc(CNc2ccc(NC(=O)CCC)cc2)cc1OCC	nt	-1%	-1%	0%	-1%	-1%	4%	?	-3%	-7%
CCOc1ccc(NS(=O)(=O)c2cc3c(cc2C)N(C)CCO3)cc1	8%	-14%	1%	4%	0%	1%	-12%	?	nt	-10%
CCN(CC)CCCN1C(=O)C(O)=C(C(=O)c2ccco2)C1c1ccc(OC(C)C)cc1 (stereo not drawn)	12%	3%	0%	-16%	2%	3%	6%	29%	21%	5%
CCc1ccc(C2=NN(CCC(=O)NC(C)c3ccc4c(c3)OCCO4)C(=O)CC2)cc1 (stereo not drawn)	7%	0%	-3%	-1%	1%	0%	4%	17%	1%	-24%
CN(C)CCc1cc2c(c3c1ccc1ccccc13)OCO2	?	?	2%	1%	3%	-5%	?	?	-130%[inhibitor]	-71%
O=C(Oc1ccc2c(=O)c(Cl)coc2c1)c1cccnc1	-1%	-1%	1%	?	-1%	1%	-7%	-14%	11%	-7%
O=C(Cn1cncn1)N/N=C/c1c2ccccc2cc2ccccc12	?	-10%	-1%	-13%	2%	-1%	-9%	-16%	19%	-3%
O=C(CSc1nccn1-c1ccc(Cl)cc1)NCc1ccc2c(c1)OCO2	-17%	5%	-3%	14%	-3%	-7%	6%	-1%	-1%	-5%
O=C1C=C(c2ccc(Cl)cc2)OC2(CCCC2)O1	12%	-4%	-6%	-7%	-1%	-2%	?	0%	-4%	-3%
COC(=O)c1ccc(C2/C(=C(\O)c3cccc(OC)c3)C(=O)C(=O)N2CCCN2CCOCC2)cc1 (stereo not drawn)	12%	5%	0%	-1%	1%	1%	0%	-3%	-3%	-11%
COc1ccc(C(=O)N/N=C(/C)c2ccc(N3CCCCC3)cc2)cc1	-9%	4%	-1%	?	-2%	4%	-1%	-17%	28%	40%
O=C(CSc1cccc[n+]1[O-])N1CCCCCC1	-2%	1%	-2%	0%	3%	0%	1%	-22%	0%	3%
COc1ccc(S(=O)(=O)N2CCCC2C(=O)n2nc(C)cc2C)cc1 (stereo not drawn)	-1%	-4%	-4%	-2%	-9%	-9%	7%	8%	-4%	-17%
COc1ccc(CN(C(=O)c2ccco2)c2ccc(C)cc2)cc1OC	-24%	3%	6%	-5%	0%	-1%	-2%	14%[10 µM]	-7%	1%
COc1ccc(-n2nc(C(=O)NCC(=O)N3CCCC(C)C3)c3ccccc3c2=O)cc1 (stereo not drawn)	?	1%	-24%	5.4µM*	17%	-6%	-4%	44%	?	76%
Cn1c(CC(=O)Nc2ccc(Cl)c(Cl)c2)n[nH]c1=S	1%	3%	-1%	-19%	0%	-1%	4%	12%	-5%	5%
COc1cc(OC)cc(C(=O)Nc2ccc(CN3CCCCC3)cc2)c1	-3%	-6%	-1%	-11%	-1%	5%	0%	11%	-7%	-42%
O=C(O)CCc1nn2c3ccccc3n(CCO)c2nc1=O	-8%	0%	-4%	2%	2%	0%	0%	-2%	-8%	-3%
C/C(=N\NC(=O)Cc1c(Cl)cccc1Cl)c1cccnc1	1%	4%	-10%	-1%	7%	3%	9%	-7%	-5%	-29%
CCOC(=O)C1CCN(Cc2nnc(-c3cccc(Br)c3)o2)CC1	7%	5%	-3%	-1%	-4%	-2%	-6%	-2%	-2%	-1%
COC(OC)c1ccnc(-c2ccc(OC(=O)c3cccs3)cc2)n1	-7%	-2%	2%	21µM*	13%	0%	-12%	-19%	5%	28%
C=CCCC(=O)NC1CC(C)(C)Cc2c1cnn2-c1ccc(OC)cc1 (stereo not drawn)	-2%	7%	-4%	0%	2%	1%	-4%	10%	-6%	-4%
Cc1c(C(=O)N2CCCCC2CCN2CCCC2=O)oc2c(F)cccc12 (stereo not drawn)	-3%	-14%	-5%	2%	0%	2%	-6%	-11%	-4%	8%
S=c1sc2ccccc2n1CCc1ccncc1	nt	2%	-2%	-5%	-2%	-4%	nt	nt	-12%	0%

From PubChem
